Rac1 GTP hydrolysis – MgcRacGAP GTPase-activating activity inhibitors, confirmation, biochemical, ADP Hunter fluorescence; MgcRacGAP-stimulated Rac1 GTP hydrolysis, ADP Hunter fluorescence; higher % means a stronger effect; GST-tagged Rac1 F28L mutant substrate; inhibition, % at 30 µM, or IC50 in µM where a hit was titrated; 340,000 compounds, 0.6% hits; AID 624330;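 active = first-screen hits whose inhibition reached a set limit at any dose in the follow-up dose series; inconclusive = inhibition above the set first-screen limit but never retested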;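 also: fluorescence reports GDP produced by GAP-driven GTP hydrolysis; strong numbers were not always called active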
GPR55 antagonists – GPR55 antagonists blocking LPI-driven arrestin recruitment, primary screen, imaging, U2OS, beta-arrestin-GFP, LPI agonist (AID 2013); U2OS GPR55 beta-arrestin-GFP translocation imaging, LPI antagonism; higher % means a stronger effect; inhibition, % at 10 µM; hits with a dose series show IC50 in µM; 290,000 compounds, 0.13% hits;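 active = spots per cell inhibited over 60%, with over 100 cells counted and total cytoplasm intensity under 500,000; inconclusive = wells with under 100 cells, flagged as likely toxic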;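 also: U2OS cells stably carrying GPR55 and arrestin-GFP stimulated by 5 µM LPI near EC80; imaged beta-arrestin-GFP aggregate spots per cell after agonist stimulation; plate controls were LPI-stimulated DMSO wells for no effect and DMSO wells without LPI for full effect; some results filed as inactive read as strong as hits; confirmed hits need IC50 under 10 µM and bright autofluorescent wells are also inconclusive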
KOR beta-arrestin-1 – kappa opioid receptor activators – cell-based, luminescence, uHTS, primary screen (AID 1777). activation, % at 10 µM; hits with a dose series show EC50 in µM. KOR beta-arrestin recruitment, luminescence; higher % means a stronger effect. 280,000 compounds, 0.02% hits; in the data active = activation above about 50%, passing the limit was not always enough; also: a part of the inactive calls stands beside numbers as strong as those of hits
GPR55 activation – selective activators of receptor GPR55 – imaging, U2OS cells, beta-arrestin-GFP redistribution, primary screen (AID 1961). U2OS GPR55 beta-arrestin-GFP redistribution imaging; higher % means a stronger effect. one-dose activation, % at 10 µM; EC50 in µM for titrated hits. 290,000 compounds, 0.048% hits;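 active = activation above 40% with more than 50 cells counted in the well; inconclusive = wells holding fewer than 50 cells, flagged as toxic or sparse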;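 also: U2OS osteosarcoma cells stably expressing GPR55 and beta-arrestin-GFP; plate controls were DMSO negative control for no effect and LPI positive control for full effect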
GPR35 arrestin U2OS – GPR35 antagonists blocking zaprinast-driven arrestin recruitment, primary screen, imaging, U2OS, beta-arrestin-GFP, zaprinast agonist (AID 2058) | inhibition, % at 10 µM, or IC50 in µM where a hit was titrated | U2OS GPR35 beta-arrestin-GFP translocation imaging, zaprinast antagonism; higher % means a stronger effect | 290,000 compounds, 0.052% hits;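 active = inhibition of at least 50% with at least 30 cells and total cytoplasm GFP at most 10,000,000; inconclusive = under 30 cells or total GFP of 10,000,000 plus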
KOR beta-arrestin-2 – KOR antagonists, beta-arrestin recruitment, cell-based, luminescence, uHTS (AID 1778). KOR beta-arrestin recruitment, luminescence, antagonist mode; higher % means a stronger effect. 290,000 compounds, 0.091% hits. inhibition, % at 10 µM, or IC50 in µM where a hit was titrated; in the data active = inhibition above about 50%; also: strong numbers were not always called active
NOD1 NF-kB reporter – NOD1 signaling inhibitors, primary screen, cell-based, luminescence, uHTS (AID 1578); NOD1-driven NF-kB luciferase reporter cells, luminescence; higher % means a stronger effect; inhibition, % at 4 µM; hits with a dose series show EC50 in µM; 290,000 compounds, 1% hits; in the data active = inhibition mostly above about 36%, no sharp cut-off; inactive = mostly below about 34%;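 also: HEK-293T reporter cells stimulated with the NOD1 agonist gamma-tri-DAP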
UTI89 phage lysis – inhibition of K1F phage lysis, E. coli UTI89, bacterial capsule biogenesis inhibitors, alamar blue (AID 488966). E. coli UTI89 K1F phage lysis, alamar blue, 2 h; higher % means a stronger effect. one-dose inhibition, % at 100 µM; IC50 in µM for titrated hits. 340,000 compounds, 0.02% hits;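 active = phage lysis inhibition, versus mean bacterial control, above a set limit; inconclusive = no clear call, values can overlap the other calls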;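 also: capsule biogenesis inhibitors block K1F phage lysis so surviving cells raise fluorescence; higher fluorescence means more inhibition of phage lysis; actives were called in the ten point dose series up to 300 µM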
NTR1 agonist – agonists of NTR1, primary screen, imaging, U2OS cells, beta-arrestin-GFP, high content (AID 493036) | P30989 | NTR1-U2OS beta-arrestin-GFP spot imaging, agonist mode | activation, % at 20 µM | 330,000 compounds, 0.17% hits;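 active = activation at or above 40% of the spot to cytoplasm intensity ratio, with at least 20 cells analyzed; inconclusive = wells under 20 cells, flagged as cytotoxic or low count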;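 also: 0% = DMSO without peptide and 100% = 100 nM NTR1 peptide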
Target sequence (P30989 whole entry, looked up): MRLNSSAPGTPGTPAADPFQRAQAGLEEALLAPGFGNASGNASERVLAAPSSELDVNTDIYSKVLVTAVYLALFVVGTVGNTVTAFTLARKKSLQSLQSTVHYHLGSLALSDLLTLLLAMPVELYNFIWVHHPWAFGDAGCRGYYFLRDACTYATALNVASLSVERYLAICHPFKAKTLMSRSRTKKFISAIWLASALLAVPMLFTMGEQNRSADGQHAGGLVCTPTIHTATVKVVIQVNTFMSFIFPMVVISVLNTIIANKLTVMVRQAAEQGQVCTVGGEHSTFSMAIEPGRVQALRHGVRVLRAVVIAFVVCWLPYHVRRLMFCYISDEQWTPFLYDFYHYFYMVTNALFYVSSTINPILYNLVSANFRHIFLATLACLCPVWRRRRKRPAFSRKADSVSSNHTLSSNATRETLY
NTR1 agonist cell count 20 µM – also measured in NTR1 agonist; calls as there; cell count; measured here: cell count, cytotoxicity flag
* marks the source's active call; other numbers are inactive results; ? = inconclusive; · = not tested or not shown; [ ] = remark or other dose. An excerpt, so the mix of outcomes need not match the whole.

SMILES | Rac1 GTP hydrolysis | GPR55 antagonists | KOR beta-arrestin-1 | GPR55 activation | GPR35 arrestin U2OS | KOR beta-arrestin-2 | NOD1 NF-kB reporter | UTI89 phage lysis | NTR1 agonist | NTR1 agonist cell count 20 µM
COCCNC(=O)C1(C)Oc2ccccc2NC1=O (stereo not given) | 1.2% | 1.8% | -1.9% | 0.0% | 0.4% | 20.6% | -19.5% | 1.3% | 0.5 | 59
O=C(Cn1c(=O)[nH]c2ccsc2c1=O)NC1CCCCCC1 | 7.3% | 6.1% | -7.7% | -0.2% | -8.4% | 19.9% | -21.1% | -0.5% | 0.8 | 88
c1csc(C2CCCN2c2nc3nonc3nc2NC2CC2)n1 (stereo not given) | 4.9% | -13.2% | · | 0.2% | -6.8% | 20.1%[20 µM] | -24.7% | -0.3% | -1.6 | 88
CC1CC(C)CN(C(=O)CNS(=O)(=O)c2ccc(Br)s2)C1 (stereo not given) | 8.7% | 0.2% | 1.6% | -0.1% | -4.5% | -33.2% | -5.4% | 0.6% | 3.8 | 44
Cc1ccc(CCN2CC(C(=O)NC3CCCC3)CC2=O)cc1 (stereo not given) | 4.7% | 14.9% | 2.2% | -0.1% | 10.0% | -42.6% | -26.2% | 0.2% | 3.8 | 40
COc1ccc(OC)c2c1cc(C(=O)N[C@@H](C)C(=O)N[C@@H](C(=O)O)c1ccccc1)n2C | 11.6% | 2.5% | -4.7% | 0.0% | -12.3% | -18.0% | -8.3% | 0.2% | -1.6 | 82
Cc1cc(/C=N/NC(=O)CC2(C)OCCO2)c(C)n1-c1ccc(Cl)c(Cl)c1 | 15.3% | -1.3% | 8.7% | -0.2% | -7.3% | 32.3% | -6.3% | -0.3% | -0.1 | 49
Cc1c(CC(=O)NCCC(C)C)c(=O)oc2cc3c(cc12)CCC(C)(C)O3 | 8.9% | -5.2% | 4.4% | 0.7% | -8.8% | 0.1% | 11.0% | 0.1% | 3.4 | 86
Cc1cc(C)n2c(Nc3ccc4c(c3)OCCO4)c(-c3ccco3)nc2n1 | · | -4.2% | -2.6% | -0.1% | -8.0% | -3.7% | 3.0% | · | · | ·
CC1(c2ccncc2)Nc2ccccc2-c2nc3ccccc3n21 (stereo not given) | 4.5% | 4.2% | -7.4% | -0.1% | 4.6% | 24.0% | -26.6% | 0.1% | -0.7 | 91
O=[N+]([O-])c1ccc(C(O)CN2CCN(c3ccccc3)CC2)cc1 (stereo not given) | 7.8% | -4.4% | -2.8% | 0.0% | 18.3% | 12.8% | -0.2% | 0.0% | -0.4 | 69
CC(C)S(=O)(=O)c1cnc(-c2cccnc2)nc1N | -7.4% | ? | · | 0.1% | 6.9% | -1.7% | -0.3% | -0.4% | -0.3 | 43
CCOC(=O)CC1(C)NC(=O)c2c(C)sc(C(=O)OCC)c2N1 (stereo not given) | 5.6% | 0.3% | -4.8% | -0.1% | 8.7% | 15.8% | -6.6% | -0.6% | 6.7 | 41
Cc1cc2c(c(=O)n1Cc1cccnc1)C(c1ccc(F)cc1)C(C#N)=C(N)O2 (stereo not given) | 13.7% | 1.7% | -3.0% | -0.3% | 0.9% | -8.0% | -24.8% | 1.7% | 1.0 | 31
NC(=O)c1ccsc1NC(=O)COC(=O)C1CCCN1C(=O)c1cccs1 (stereo not given) | · | 7.1% | 9.0% | 0.0% | 6.1% | -11.3% | -6.2% | · | 3.1 | 51
Fc1ccc(OCc2nn3c(Cn4nnc5ccccc54)nnc3s2)cc1 | 10.3% | 8.5% | 0.5% | -0.2% | 26.8% | -9.7% | 10.2% | 0.3% | 1.7 | 80
COc1ccc(NC(=O)C/C(C)=N/NC(=O)c2cnccn2)c(OC)c1 | 5.9% | -6.5% | 6.8% | -0.4% | -1.0% | -5.5% | -20.3% | -0.1% | -0.9 | 45
O=C(CSc1ccc2ccccc2c1Br)Nc1cccc(S(=O)(=O)NC2=NCCCCC2)c1 | 8.9% | 4.4% | 12.2% | 0.3% | -4.6% | -3.2% | 16.2% | 7.6% | 0.3 | 37
C/C(=N\NC(=O)c1cc(-c2ccc(Br)s2)[nH]n1)c1ccncc1 | 4.6% | -0.9% | 3.4% | 0.3% | -11.4% | -15.2% | 27.1% | 0.8% | 0.6 | 43
COc1cc(/C=C/C(=O)OCC(=O)NCCN2C(=O)CSC2=O)ccc1OC(F)F | 6.8% | -6.4% | -3.3% | -0.6% | -12.0% | -3.5% | -23.8% | 0.0% | 1.0 | 71
O=C(CS(=O)(=O)c1c[nH]c2ccccc12)N1CCCCC1 | 5.4% | -1.7% | -1.5% | -0.1% | -3.7% | 8.8% | -37.8% | 2.2% | -0.5 | 84
CSc1nc(SC(C)C(=O)O)c2c3c(sc2n1)COC(C)(C)C3 (stereo not given) | 17.0% | 6.6% | -1.0% | 0.5% | -1.1% | 9.8% | -14.8% | -0.1% | 6.4 | 50
O=C(NCc1ccccn1)c1ccc(CNS(=O)(=O)c2ccc(F)cc2)cc1 | 9.1% | 8.1% | -4.4% | -0.2% | -0.6% | -3.0% | -12.4% | 0.3% | -1.1 | 95
CCOc1cc(C(=O)NC(C)C2CCCO2)cc(OCC)c1OCC (stereo not given) | 9.7% | -10.8% | 0.1% | -0.1% | 13.3% | -2.9% | -14.9% | 0.1% | 6.0 | 42
Cc1ccc2nc(NC(=O)CSc3nnc(C)c(=O)n3N)sc2c1 | 8.9% | -4.3% | 7.3% | -0.3% | 9.4% | 7.2% | 9.9% | 0.8%[50 µM] | -0.8 | 55
COCCCNC(=S)NNC(=O)c1ccc(S(=O)(=O)N2CCC(C)CC2)cc1 | 5.0% | 12.7% | · | -0.1% | 9.0% | -10.6%[20 µM] | -18.0% | 0.7% | 1.2 | 42
CCOC(=O)C1CCN(c2cc3c(cc2NC(=O)c2ccc(OC)c(OC)c2)n(C)c(=O)n3C)CC1 | -1.2% | -0.4% | 5.5% | 0.2% | -9.8% | -65.9% | 3.8% | 0.1% | 7.7 | 72
Cc1nnc(NS(=O)(=O)c2ccc(Br)cc2)s1 | -7.5% | 5.6% | 1.2% | -0.1% | 9.8% | -13.2% | -18.1% | -0.8% | -1.7 | 51
CCOC(=O)CC(NCc1ccc(OC)c(OCC)c1)c1ccc(C)cc1 (stereo not given) | -1.2% | -8.7% | -2.1% | 0.0% | -2.6% | 0.2% | -35.2% | 0.4% | 1.0 | 51
COc1cc(C(C(=O)NC2CCCC2)N(C(=O)c2snc(C(N)=O)c2N)c2ccccc2)cc(OC)c1OC (stereo not given) | 8.0% | 9.7% | -2.6% | 0.0% | -2.3% | -0.3% | 0.8% | 0.1% | -0.8 | 61
CCCn1c(NCc2cccc(OC)c2OC)nc2ccccc21 | 3.0% | 6.8% | -3.0% | -0.1% | -4.0% | -1.2% | -22.7% | 7.0% | -0.2 | 73
Cc1ccc(NC(=O)CSc2nc(-c3ccco3)cc(C(F)(F)F)n2)cc1C | 0.0% | -22.2% | -0.5% | 0.6% | 0.4% | -98.2% | -7.8% | -0.3% | -0.5 | 66
COc1ccc(N=C2C(=Nc3ccc(OC)cc3)N(c3ccc(OC)cc3)C(=S)N2C(=O)c2ccc(OC)cc2)cc1 | 12.1% | -12.8% | -3.1% | -0.3% | 1.9% | -10.0% | -19.2% | 0.1% | 10.0 | 72
Cc1nc(CS(=O)(=O)c2ccccc2)cc(N2CCN(c3ccccc3F)CC2)n1 | 6.9% | 4.6% | 3.4% | -0.3% | -6.6% | -33.4% | -28.4% | 2.2% | 1.3 | 43
COc1ccc(/C=N/NC(=S)Nc2ccccc2)cc1COc1ccc(F)cc1F | -2.5% | 2.6% | -3.3% | 0.2% | · | 32.9% | 0.6% | 0.9% | 2.2 | 68
COc1cc(OC)cc(C(=O)NCCN2C(=O)S/C(=C\c3cccs3)C2=O)c1 | 0.0% | 5.4% | 4.2% | -0.2% | 0.8% | -29.0% | 2.7% | 1.4% | 5.8 | 44
CCOC(=O)c1sc(=NC(=O)c2cccc(OC)c2)n(C)c1C | 2.5% | 15.6% | -4.9% | -0.3% | 4.0% | 5.0% | -47.9% | 0.7% | -0.7 | 55
Cc1cc(C)n(CCc2nc(-c3cccs3)cs2)n1 | 12.4% | -7.4% | -1.7% | -0.1% | 9.0% | 33.3% | -26.1% | 0.7% | 0.7 | 55
CC(=O)Nc1nc(C)c(Oc2ccccc2)c(=O)[nH]1 | 3.1% | 30.4% | -4.0% | 0.0% | -12.4% | 14.1% | 0.5% | 0.2% | -1.9 | 90
Cc1ccc(/C=N/NC(=O)C2(C)CC2(Br)Br)cc1 (stereo not given) | 17.7% | -12.8% | -1.2% | -0.1% | -17.8% | 22.8% | -22.4% | 0.1% | 0.7 | 62
COc1ccc(NC(=O)CSc2nnc(CNC(=O)c3ccco3)n2-c2ccccc2OC)cc1 | -1.7% | 2.0% | 1.5% | 0.2% | 10.0% | -3.3% | 22.7% | 4.4% | 3.3 | 73
COc1cccc(NS(=O)(=O)c2c(C)cc(C)cc2C)c1 | 8.6% | 15.1% | 0.2% | -0.3% | 13.0% | -25.3% | 23.4% | 0.7% | 2.5 | 58
COc1ccc(NC(=O)CN(C)CC(=O)Nc2ccc(Cl)c(S(=O)(=O)N(C)C)c2)cc1 | 0.2% | 12.8% | -1.0% | -0.4% | -2.2% | -14.6% | -23.8% | 0.7% | -1.3 | 58
Cc1ccc(C(=O)Nc2ccccc2N2CCCCC2)o1 | 10.4% | -3.2% | 3.1% | -0.1% | 4.7% | -14.4% | -21.2% | -0.3%[50 µM] | 1.2 | 62
CCOc1ccc2nc(NC(=O)CS(=O)(=O)c3ccccc3)sc2c1 | 67.1% | 11.1% | -4.6% | -0.1% | -4.0% | 12.4% | -16.5% | 0.1% | -1.1 | 31

Compound profiles, from the list above. Order of screens: Rac1 GTP hydrolysis, GPR55 antagonists, KOR beta-arrestin-1, GPR55 activation, GPR35 arrestin U2OS, KOR beta-arrestin-2, NOD1 NF-kB reporter, UTI89 phage lysis, NTR1 agonist, NTR1 agonist cell count 20 µM
`COc1ccc(NC(=O)CSc2nnc(CNC(=O)c3ccco3)n2-c2ccccc2OC)cc1` is entered as -1.7%, 2.0%, 1.5%, 0.2%, 10.0%, -3.3%, 22.7%, 4.4%, 3.3, 73
`COc1ccc(NC(=O)CN(C)CC(=O)Nc2ccc(Cl)c(S(=O)(=O)N(C)C)c2)cc1` is entered as 0.2%, 12.8%, -1.0%, -0.4%, -2.2%, -14.6%, -23.8%, 0.7%, -1.3, 58
